# Assay outcomes deposited in PubChem by Broad Institute.
# T cruzi HTS = blocks T. cruzi growth inside host cells | intracellular Trypanosoma cruzi in host cells, plate reader | activity score (inhibition), % at 5.01 µM | 4.9% of 22,000 active | AID 651903; in the data active = activity score above about 55%; inconclusive = no clear call, values can overlap the other calls;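 also: parasites and compound incubated about four days before reading; 0% = median of neutral control wells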
# INS-1E rescue = preserves ATP levels in cytokine-treated INS-1E cells; protection from cytokine-induced ATP loss, % at 10 µM; 0.1% of 20,000 active; AID 488910; INS-1E cytokine-induced death, ATP luminescence, 48 h; normalised: neutral wells 0, positive control 100;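 active = mean replicate protection from cytokine-induced ATP loss at least 50% and at least 75% of replicates each reaching 50%; inconclusive = meets only one of the two criteria, mean or replicate share; inactive = fails both the mean and replicate share criteria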
#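 Assay system: INS-1E rat insulinoma cells. Amount: 8000 cells per well. Medium: phenol-red-free RPMI with 5% fetal bovine serum. Reagent: IL-1β, TNF-α and IFN-γ cytokine mix. Doses: one compound concentration, pin transfer. Schedule: 48 h co-treatment, 10 min post-lysis read. Detection: CellTiter-Glo luminescence measuring cellular ATP.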
# Active calls of the source: *; ? = inconclusive; . = no result given.
smiles	T cruzi HTS	INS-1E rescue
COc1ccc(S(=O)(=O)Nc2cccc3c2O[C@@H](CN(C)S(=O)(=O)c2cccs2)[C@H](C)CN([C@@H](C)CO)C3=O)cc1	15	8
C[C@@H]1CCCCO[C@@H](CN(C)C(=O)c2ccccc2)[C@@H](C)CN([C@H](C)CO)C(=O)c2cc(NS(C)(=O)=O)ccc2O1	-37	7
CC(C)NC(=O)Nc1ccc2c(c1)C(=O)N([C@@H](C)CO)C[C@H](C)[C@@H](CN(C)Cc1ccc(Cl)c(Cl)c1)O2	16	.
C[C@H](CO)N1C[C@H](C)[C@H](CN(C)C(=O)NC2CCCCC2)Oc2ccc(NC(=O)Cc3ccccc3)cc2CC1=O	5	-5
Cc1noc(C)c1S(=O)(=O)N(C)C[C@@H]1Oc2c(NC(=O)c3ccc(-c4nccs4)cc3)cccc2C(=O)N([C@@H](C)CO)C[C@@H]1C	3	0
Cc1ccc(S(=O)(=O)Nc2cccc3c2O[C@@H](CN(C)S(=O)(=O)c2ccc(C)cc2)[C@H](C)CN([C@H](C)CO)C3=O)cc1	3	0
C[C@@H]1CCCCO[C@@H](CN(C)C(=O)C2CCCCC2)[C@@H](C)CN([C@H](C)CO)C(=O)c2cc(NC(=O)C3CCCCC3)ccc2O1	8	0
C[C@H](CO)N1C[C@H](C)[C@@H](CN(C)Cc2ccncc2)Oc2ccc(NC(=O)Nc3cccc4ccccc34)cc2C1=O	-23	-10
C[C@@H]1CCCCO[C@@H](CN(C)C(=O)c2ccncc2)[C@@H](C)CN([C@H](C)CO)C(=O)c2cc(NS(C)(=O)=O)ccc2O1	-4	12
Cc1ccc(S(=O)(=O)N(C)C[C@@H]2Oc3ccc(NS(=O)(=O)c4ccc(F)cc4)cc3C(=O)N([C@H](C)CO)C[C@H]2C)cc1	4	4
C[C@@H]1CN([C@H](C)CO)C(=O)c2cc(NC(=O)NC3CCCCC3)ccc2O[C@@H]1CN(C)Cc1ccc(Oc2ccccc2)cc1	-23	-28
COc1ccc(NC(=O)N(C)C[C@H]2Oc3c(NC(=O)c4cc(C)nn4C)cccc3C(=O)N([C@@H](C)CO)C[C@H]2C)cc1	-17	5

# (listing goes on)
smiles	T cruzi HTS	INS-1E rescue
C[C@@H]1CN([C@H](C)CO)C(=O)Cc2cc(NS(=O)(=O)c3ccccc3)ccc2O[C@H]1CN(C)Cc1ccncc1	-26	-3
C[C@@H]1CN([C@H](C)CO)C(=O)c2cccc(NC(=O)Nc3ccccc3)c2O[C@H]1CN(C)S(=O)(=O)c1cccs1	5	4
C[C@@H]1CN([C@@H](C)CO)C(=O)c2cccc(NC(=O)Nc3ccc(C(F)(F)F)cc3)c2O[C@@H]1CN(C)Cc1ccc(C(=O)O)cc1	-41	9
C[C@@H]1CN([C@@H](C)CO)C(=O)Cc2cc(NC(=O)Cn3cnnn3)ccc2O[C@@H]1CN(C)S(=O)(=O)c1cccs1	-4	1
C[C@@H]1CN([C@H](C)CO)C(=O)c2cc(NS(=O)(=O)c3ccccc3)ccc2O[C@@H]1CN(C)Cc1ccccc1	-22	0
C[C@H]1CN([C@@H](C)CO)C(=O)Cc2cc(NC(=O)Cc3ccccc3)ccc2O[C@H]1CN(C)Cc1ccc(-c2ccccc2)cc1	47	-15
Cc1ccc(S(=O)(=O)Nc2cccc3c2O[C@H](CN(C)CC2CCCCC2)[C@@H](C)CN([C@@H](C)CO)C3=O)cc1	-1	11
COc1ccc(NC(=O)N(C)C[C@@H]2Oc3ccc(NS(=O)(=O)c4cn(C)cn4)cc3C(=O)N([C@@H](C)CO)C[C@@H]2C)cc1	-1	4
COc1ccc(NC(=O)N(C)C[C@H]2Oc3ccc(NC(=O)NC(C)C)cc3C(=O)N([C@@H](C)CO)C[C@@H]2C)cc1	-9	5
C[C@H]1CN([C@@H](C)CO)C(=O)c2cc(NC(=O)CCCCCC(=O)Nc3ccccc3N)ccc2O[C@@H]1CN(C)S(=O)(=O)c1ccc(Cl)cc1	-1	-4
C[C@H]1CN([C@@H](C)CO)C(=O)c2cc(NC(=O)Cc3cn(C)c4ccccc34)ccc2O[C@@H]1CN(C)S(=O)(=O)c1cn(C)cn1	-10	.
COc1ccc(NC(=O)N(C)C[C@H]2OCc3cn(nn3)CCCC(=O)N([C@H](C)CO)C[C@H]2C)cc1	-15	.

# A few values from the results shown:
# COc1ccc(S(=O)(=O)Nc2cccc3c2O[C@@H](CN(C)S(=O)(=O)c2cccs2)[C@H](C)CN([C@@H](C)CO)C3=O)cc1 | INS-1E rescue = 8
# C[C@@H]1CN([C@H](C)CO)C(=O)Cc2cc(NS(=O)(=O)c3ccccc3)ccc2O[C@H]1CN(C)Cc1ccncc1 | INS-1E rescue = -3
# Cc1noc(C)c1S(=O)(=O)N(C)C[C@@H]1Oc2c(NC(=O)c3ccc(-c4nccs4)cc3)cccc2C(=O)N([C@@H](C)CO)C[C@@H]1C | T cruzi HTS = 3

# Two entries picked at random from the list so far, as already listed:
smiles	T cruzi HTS	INS-1E rescue
C[C@@H]1CN([C@H](C)CO)C(=O)c2cccc(NC(=O)Nc3ccccc3)c2O[C@H]1CN(C)S(=O)(=O)c1cccs1	5	4
C[C@H]1CN([C@@H](C)CO)C(=O)c2cc(NC(=O)CCCCCC(=O)Nc3ccccc3N)ccc2O[C@@H]1CN(C)S(=O)(=O)c1ccc(Cl)cc1	-1	-4

# New compounds follow.
smiles	T cruzi HTS	INS-1E rescue
C[C@@H]1CN([C@H](C)CO)C(=O)Cc2cc(NS(=O)(=O)c3cn(C)cn3)ccc2O[C@@H]1CN(C)Cc1ccc(-c2ccccc2)cc1	-40	-5
C[C@H]1CN([C@@H](C)CO)C(=O)Cc2cc(NC(=O)NC3CCCCC3)ccc2O[C@H]1CN(C)Cc1ccc2c(c1)OCO2	1	1
C[C@H](CO)N1C[C@H](C)[C@H](CN(C)CC2CC2)Oc2ccc(NS(=O)(=O)c3ccccc3)cc2CC1=O	4	-1
COc1ccc(CN(C)C[C@@H]2Oc3ccc(NC(=O)C4CC4)cc3CC(=O)N([C@H](C)CO)C[C@H]2C)cc1	37	2
COc1ccc(NC(=O)N(C)C[C@@H]2Oc3ccc(NS(=O)(=O)c4cccs4)cc3C(=O)N([C@H](C)CO)C[C@H]2C)cc1	6	4
C[C@@H]1CN([C@H](C)CO)C(=O)c2cc(NC(=O)Nc3ccc(F)cc3)ccc2O[C@@H]1CN(C)C(=O)Nc1ccc(C(F)(F)F)cc1	9	-8
C[C@@H]1CN([C@@H](C)CO)C(=O)c2cccc(N(C)C)c2O[C@H]1CN(C)Cc1ccc(C(=O)O)cc1	-11	2
COc1ccc(S(=O)(=O)N(C)C[C@@H]2Oc3ncc(C#Cc4ccccc4)cc3C(=O)N([C@H](C)CO)C[C@@H]2C)cc1	?	.
Cc1ccc(S(=O)(=O)N(C)C[C@@H]2Oc3ccc(NC(=O)Nc4c(C)noc4C)cc3C(=O)N([C@@H](C)CO)C[C@@H]2C)cc1	0	.
C[C@@H]1CN([C@@H](C)CO)C(=O)c2cc(NS(=O)(=O)c3cccs3)ccc2O[C@H]1CN(C)C(=O)Nc1ccc2c(c1)OCO2	-4	1
COc1ccc(NC(=O)Nc2ccc3c(c2)C(=O)N([C@H](C)CO)C[C@@H](C)[C@@H](CN(C)C(=O)Nc2ccccc2)O3)cc1	13	4
COc1ccc(S(=O)(=O)N(C)C[C@@H]2Oc3c(NC(=O)c4ccncc4)cccc3C(=O)N([C@@H](C)CO)C[C@H]2C)cc1	1	5

# Next part:
smiles	T cruzi HTS	INS-1E rescue
C[C@@H]1CN([C@@H](C)CO)C(=O)Cc2cc(NC(=O)CCC(F)(F)F)ccc2O[C@@H]1CN(C)CC1CC1	-12	5
C[C@H]1CN([C@@H](C)CO)C(=O)Cc2cc(NC(=O)Nc3ccc4c(c3)OCO4)ccc2O[C@H]1CN(C)Cc1ccc2c(c1)OCO2	-3	1
COc1ccc(S(=O)(=O)N(C)C[C@H]2Oc3ccc(NC(=O)Cn4cnnn4)cc3C(=O)N([C@H](C)CO)C[C@H]2C)cc1	-15	0
COc1ccc(CN(C)C[C@H]2Oc3c(NS(=O)(=O)c4ccc(C)cc4)cccc3C(=O)N([C@@H](C)CO)C[C@@H]2C)cc1	7	10
CC(C)NC(=O)Nc1cccc2c1O[C@@H](CN(C)S(=O)(=O)c1cccs1)[C@@H](C)CN([C@H](C)CO)C2=O	-7	8
Cc1noc(C)c1S(=O)(=O)Nc1ccc2c(c1)C(=O)N([C@H](C)CO)C[C@@H](C)[C@H](CN(C)Cc1ccc3c(c1)OCO3)O2	-2	-2
Cc1noc(C)c1NC(=O)N(C)C[C@@H]1Oc2ccc(NC(=O)Nc3ccc(C(F)(F)F)cc3)cc2C(=O)N([C@H](C)CO)C[C@@H]1C	1	2
COc1ccc(CN(C)C[C@H]2Oc3ccc(NC(=O)Cc4cn(C)c5ccccc45)cc3CC(=O)N([C@@H](C)CO)C[C@@H]2C)cc1	61*	-2
COc1ccc(S(=O)(=O)N(C)C[C@H]2Oc3c(NC(=O)c4cc(C)nn4C)cccc3C(=O)N([C@H](C)CO)C[C@H]2C)cc1	45	5
C[C@@H]1CN([C@H](C)CO)C(=O)Cc2cc(NC(=O)CCN3CCOCC3)ccc2O[C@H]1CN(C)Cc1ccc(-c2ccccc2)cc1	-1	-4
O=C(O)CCCCCCC(=O)N/N=C/c1ccncc1Br	-17	7
CC(C)NC(=O)N(C)C[C@@H]1Oc2c(NC(=O)Nc3ccc(F)cc3)cccc2C(=O)N([C@H](C)CO)C[C@@H]1C	5	2

# The list continues:
smiles	T cruzi HTS	INS-1E rescue
Cc1ccc(S(=O)(=O)Nc2ccc3c(c2)C(=O)N([C@H](C)CO)C[C@@H](C)[C@@H](CN(C)C(=O)NC(C)C)O3)cc1	2	3
Cc1ccc(S(=O)(=O)N(C)C[C@@H]2Oc3c(NC(=O)NC(C)C)cccc3C(=O)N([C@H](C)CO)C[C@H]2C)cc1	-14	10
C[C@@H]1CN([C@H](C)CO)C(=O)c2cc(NS(=O)(=O)c3cn(C)cn3)ccc2O[C@H]1CN(C)S(=O)(=O)c1ccccc1	2	-1
Cc1ccc(S(=O)(=O)N(C)C[C@@H]2Oc3ccc(NC(=O)Nc4ccc(F)cc4)cc3C(=O)N([C@@H](C)CO)C[C@H]2C)cc1	50	-1
C[C@@H]1CN([C@H](C)CO)C(=O)Cc2cc(NC(=O)c3ccncc3)ccc2O[C@H]1CN(C)S(C)(=O)=O	-19	7
C[C@@H]1CN([C@H](C)CO)C(=O)c2cc(NC(=O)C3CCCCC3)ccc2O[C@H]1CN(C)C(=O)Nc1cccc2ccccc12	-7	3
O=C(NO)c1cccc(C(=O)N/N=C/c2ccc(N3CCCC3)cc2)c1	-12	-4
C[C@@H]1CN([C@H](C)CO)C(=O)CCCn2nncc2CO[C@@H]1CN(C)S(=O)(=O)c1ccc2ccccc2c1	-16	.
Cc1noc(C)c1NC(=O)N(C)C[C@H]1Oc2ccc(NC(=O)Cc3ccccc3)cc2C(=O)N([C@H](C)CO)C[C@@H]1C	-37	5
COc1ccc(CN(C)C[C@H]2Oc3ccc(NC(=O)NC4CCCCC4)cc3C(=O)N([C@@H](C)CO)C[C@H]2C)cc1	-8	-3
C[C@@H]1CN([C@@H](C)CO)C(=O)c2cc(NS(=O)(=O)c3ccc(Cl)cc3)ccc2O[C@H]1CN(C)C(=O)Nc1ccc(F)cc1	-22	-2
C[C@H]1CN([C@@H](C)CO)C(=O)c2cc(NC(=O)Nc3cccc4ccccc34)ccc2O[C@@H]1CN(C)Cc1ccc(Cl)c(Cl)c1	65*	-35

# Continued:
smiles	T cruzi HTS	INS-1E rescue
COc1ccc(NC(=O)Nc2cccc3c2O[C@H](CN(C)Cc2ccc(Cl)c(Cl)c2)[C@@H](C)CN([C@@H](C)CO)C3=O)cc1	35	-21
COc1ccc(S(=O)(=O)Nc2ccc3c(c2)C(=O)N([C@@H](C)CO)C[C@@H](C)[C@H](CN(C)S(=O)(=O)c2ccccc2)O3)cc1	7	2
C[C@H](CO)N1C[C@H](C)[C@H](CN(C)Cc2ccc(-c3ccccc3)cc2)Oc2ccc(NC(=O)CCN3CCOCC3)cc2C1=O	11	-2
COc1ccc(NC(=O)N(C)C[C@H]2Oc3c(cccc3N(C)C)C(=O)N([C@H](C)CO)C[C@H]2C)cc1	-20	4
C[C@@H]1CN([C@@H](C)CO)C(=O)c2cc(NC(=O)Nc3ccc(F)cc3)ccc2O[C@@H]1CN(C)Cc1ccccc1	15	-7
COc1ccc(NC(=O)Nc2ccc3c(c2)C(=O)N([C@@H](C)CO)C[C@H](C)[C@H](CN(C)Cc2ccc(C(F)(F)F)cc2)O3)cc1	28	4
CNC[C@H]1Oc2ccc(NC(=O)Nc3ccc(C(F)(F)F)cc3)cc2CC(=O)N([C@@H](C)CO)C[C@@H]1C	-35	8
C[C@H]1CN([C@@H](C)CO)C(=O)c2cc(NC(=O)Cn3cnnn3)ccc2O[C@H]1CN(C)C(=O)Nc1cccc2ccccc12	-8	9
C[C@@H]1CN([C@H](C)CO)C(=O)c2cc(NC(=O)Cn3cnnn3)ccc2O[C@@H]1CN(C)Cc1ccc(C(=O)O)cc1	-4	2
C[C@H](CO)N1C[C@H](C)[C@H](CN(C)C(=O)NC2CCCCC2)Oc2ccc(NC(=O)Nc3ccc(F)cc3)cc2CC1=O	-21	18

# In a second layout: two of the compounds above
# Screens in order: T cruzi HTS	INS-1E rescue
COc1ccc(S(=O)(=O)Nc2ccc3c(c2)C(=O)N([C@@H](C)CO)C[C@@H](C)[C@H](CN(C)S(=O)(=O)c2ccccc2)O3)cc1
    7	2
C[C@H](CO)N1C[C@H](C)[C@H](CN(C)Cc2ccc(-c3ccccc3)cc2)Oc2ccc(NC(=O)CCN3CCOCC3)cc2C1=O
    11	-2
